# Assay outcomes from PubChem.
# Rtt109 HAT inh = inhibitors of Candida albicans Rtt109/Vps75 histone acetyltransferase | Q5AAJ8 | actives 0.16% (n = 330,000) | inhibition, % at 34.9 µM | AID 540336 | purified Rtt109/Vps75, ThioGlo CoA-SH fluorescence, 4 h;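 active = inhibition of at least 50% in every replicate; inconclusive = best replicate reaches 50% inhibition but some replicates fall short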
# Target sequence (Q5AAJ8 whole entry, looked up): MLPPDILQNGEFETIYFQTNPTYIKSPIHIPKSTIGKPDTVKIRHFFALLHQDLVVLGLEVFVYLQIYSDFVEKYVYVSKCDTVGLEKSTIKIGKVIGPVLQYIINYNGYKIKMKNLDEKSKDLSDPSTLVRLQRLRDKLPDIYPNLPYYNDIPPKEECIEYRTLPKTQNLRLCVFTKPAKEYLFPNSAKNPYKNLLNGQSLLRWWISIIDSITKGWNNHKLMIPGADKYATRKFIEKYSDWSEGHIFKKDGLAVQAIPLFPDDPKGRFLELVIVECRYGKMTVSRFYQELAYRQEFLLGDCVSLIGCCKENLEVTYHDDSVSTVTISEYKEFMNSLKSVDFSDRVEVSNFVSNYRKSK
# NSD2 HMT inh = NSD2 (human) methyltransferase inhibition. O96028. NSD2 peptide methylation, AlphaScreen, 120 min. inhibition, % at 12.5 µM. actives 0.54% (n = 310,000); in the data active = inhibition above about 50%
# CAL PDZ FP-1 = inhibitors of human CAL PDZ peptide binding; actives 0.92% (n = 300,000); AID 602252; inhibition, % at 24.9 µM; Q9HD26; purified CAL PDZ, TMR-peptide fluorescence polarization, 1 h;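 active = mean inhibition of at least 30% with at least half of replicates also reaching 30%; inconclusive = no clear call, values can overlap the other calls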;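 note: 0% = DMSO neutral control and 100% = excess unlabeled competitor peptide PRC23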
# PvdQ inh = blocks Pseudomonas aeruginosa PvdQ acylase activity; purified PvdQ acylase, fluorescence plate reader; inhibition, % at 10 µM; actives 0.063% (n = 340,000); AID 488965; in the data active = inhibition above about 30%, passing the limit was not always enough; inconclusive = no clear call, values can overlap the other calls;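 note: 0% = vehicle neutral wells and 100% = reference inhibitor wells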
# dFosB act = enhances mouse delta FosB homodimer DNA binding; P13346; purified delta FosB, TAMRA-CDK5 oligo fluorescence polarization; percent of positive-control signal above neutral wells; activation, % at 25 µM; actives 0.99% (n = 340,000); AID 493131;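 active = mean activation above about 17%, with every replicate also reaching it, limit read from the data, passing the limit was not always enough; inconclusive = only one of the two conditions met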;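 note: fluorescence polarization rise as delta FosB binds a TAMRA Cdk5 AP-1 oligo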
# Target sequence (P13346 whole entry, looked up): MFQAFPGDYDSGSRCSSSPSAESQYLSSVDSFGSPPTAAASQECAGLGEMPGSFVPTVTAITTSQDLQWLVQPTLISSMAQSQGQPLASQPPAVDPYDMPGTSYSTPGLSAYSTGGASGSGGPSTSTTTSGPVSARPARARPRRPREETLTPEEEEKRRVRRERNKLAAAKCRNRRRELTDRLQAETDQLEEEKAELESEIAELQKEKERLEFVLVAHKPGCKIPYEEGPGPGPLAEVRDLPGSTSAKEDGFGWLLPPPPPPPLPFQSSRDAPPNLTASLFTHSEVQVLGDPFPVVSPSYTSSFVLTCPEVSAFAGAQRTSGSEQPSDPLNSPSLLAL
# MITF act = activators of MITF-driven TRPM1 promoter activity in SK-MEL-5 cells; SK-MEL-5 TRPM1-promoter luciferase, 24 h; % of positive control, neutral wells = 0; activation, % at 12.5 µM; actives 0.75% (n = 300,000); AID 588334;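 active = mean activation of at least 80% with every replicate also reaching 80%; inconclusive = mean reaches 80% but some replicate falls short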;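 note: 0% = neutral control wells and 100% = parthenolide positive control wells; values of inactives mirror those of a sister screen read the other way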
# CAL PDZ FP-2 = inhibitors of human CAL PDZ peptide binding | Q9HD26 | purified CAL PDZ, TMR-peptide fluorescence polarization, 1 h | inhibition, % at 20 µM | actives 0.02% (n = 330,000) | AID 504414;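 active = highest replicate inhibition of at least 40%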;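 note: plate controls were DMSO neutral control wells for no effect and unlabeled competitor peptide control wells for full effect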
#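 System: tagged CAL PDZ domain. Schedule: 1 h room-temperature incubation prior to read. Signal: fluorescence polarization (mP). Measure: percent inhibition from loss of millipolarization.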
# SR-BI uptake up = enhances SR-BI lipid uptake from DiI-HDL; CHO ldlA[mSR-BI] cells, DiI-HDL uptake fluorescence, 3 h; 100 = double the neutral-control signal; activation, % at 12.5 µM; actives 0.096% (n = 320,000); AID 504775;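 active = mean replicate activation of at least 60% and every replicate at or above 60%; inconclusive = mean or all-replicate condition met, but not both; inactive = mean below 60% and not all replicates reaching 60%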;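 note: 0% = median plate neutral-control signal and 100% = twice that signal; values of inactives mirror those of a sister screen read the other way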
#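 Assay system: LDL receptor-deficient CHO ldlA cells overexpressing murine SR-BI / Medium: BSA-supplemented, HEPES-buffered Ham's F12, pH 7.4 / Probe or stimulus: DiI-labelled HDL at 10 µg/mL final / Timing: compound with DiI-HDL co-incubation, 3 h at 37 °C / Technique: bottom-read cell fluorescence after medium removal, ex 550/em 595 nm / Measure: HDL uptake via cellular fluorescence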
# SR-BI DiI inh = mouse SR-BI HDL lipid transfer inhibition | Q61009 | inhibition, % at 12.5 µM | AID 488896 | actives 0.96% (n = 320,000) | ldlA[mSR-BI] CHO cells, DiI-HDL uptake fluorescence, 3 h;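 active = mean replicate inhibition of at least 70% and a set share of replicates each scoring 70 or more; inconclusive = meets just one of the two criteria; inactive = fails both criteria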;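 note: 0% = median of neutral control wells and 100% = median of positive control wells; values of inactives mirror those of a sister screen read the other way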
# PfHsp90 yeast 2 = growth inhibition of yeast expressing Plasmodium Hsp90. actives 0.32% (n = 310,000). S. cerevisiae expressing PfHsp90, BacTiter-Glo ATP, 48 h; yeast lacking PDR1 and PDR3 efflux regulators. inhibition, % at 9.4 µM;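 active = every replicate shows inhibition above about 80%, whatever the replicate mean, limit read from the data; inconclusive = mean inhibition reaches the set limit but some replicate falls short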;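 note: 0% = DMSO neutral controls and 100% = 20 µM radicicol positive controls; yeast relying on Plasmodium falciparum Hsp90 in place of its own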
# * hit, by the source's call; ? = inconclusive; nt = no result given.
smiles,PfHsp90 yeast 2,PvdQ inh,CAL PDZ FP-1,Rtt109 HAT inh,NSD2 HMT inh,SR-BI uptake up,dFosB act,MITF act,SR-BI DiI inh,CAL PDZ FP-2
CCOc1ccc(S(=O)(=O)Nc2cc(F)ccc2F)c2cccnc12,-18,5,-2,-5,2,-1,8,-7,1,-2.4
CCC(C(=O)N(C(C)C)C(C)C)c1ccccc1 (stereo unspecified),16,-17,-2,-4,nt,16,0,7,-16,0.8
Cc1ccc2c(c1)C1CN(C)CCC1N2S(=O)(=O)c1ccc(C#N)cc1 (stereo unspecified),28,-2,-1,2,4,15,-6,nt,-15,0.2
CC(C)Oc1cccc(C(=O)Nc2ccc(CN3CCOCC3)cc2)c1,-1,0,-1,18,-3,-9,-8,-9,9,-3.0
COc1ccc2[nH]c3c(c2c1)CCN1C(=O)N([C@@H](C)C(=O)NCc2ccc(C)cc2)C(=O)[C@]31C,18,-8,-2,0,nt,-32,-5,-1,32,1.0
O=Cc1ccc(O)c2ncccc12,124*,8,-3,11,4,32,5,-62,-32,-0.9
CN(C)S(=O)(=O)N1CCC(Oc2ccc(C(=O)N3C[C@@H]4CCC[C@H]3C4)cc2)CC1,61,-5,-3,-3,-3,-26,-12,1,26,-3.4
CC(OC(=O)c1cccc(N(C)C)c1)C(=O)N1CCc2ccccc2C1 (stereo unspecified),-10,-10,-13,2,-1,-6,-2,0,6,0.9
CC(C)c1ccc(NC(=O)c2ccc(NC3=NC4CS(=O)(=O)CC4S3)cc2)cc1 (stereo unspecified),7,-6,-2,-10,nt,-7,7,nt,7,-0.3
CCOC(=O)C1(Cc2ccc(Cl)cc2)CCN(C(=O)c2ccoc2)CC1,-64,-17,nt,3,7,-18,-4,0,18,-0.8
CCCn1nc2cc(C(=O)NC3CCCc4ccccc43)ccc2c1OCC (stereo unspecified),6,1,4,2,nt,-65,-15,-5,65,-0.8
CCOC(=O)c1cnn2c(N)c(C#N)cnc12,-13,9,-1,6,-3,nt,-1,-8,nt,0.2
Cc1csc(Sc2nc3c(c(=O)[nH]c(=O)n3C)n2CCCc2ccccc2)n1,nt,-16,-3,-3,0,-5,-4,nt,5,nt
COc1ccc(OC)c(NC(=O)CSc2ccc(-c3cccnc3)nn2)c1,17,-7,-4,0,-3,nt,-4,2,-4,-0.8
O=C(c1ccco1)N1CCN(C(=O)N2c3ccccc3Sc3ccccc32)CC1,22,-7,-6,2,nt,4,-3,-50,-4,-0.4
Nc1c(C(=O)N/N=C/c2cccnc2)oc2nc(-c3ccccc3)cc(-c3ccco3)c12,-5,8,nt,19,-2,-11,-13,nt,11,-0.4
O=C(O)c1ccc(CS(=O)(=O)Cc2ccccc2F)o1,0,-15,-9,3,-2,-3,4,22,3,1.0
N#Cc1ccccc1NC(=O)CN(Cc1ccccc1)Cc1ccccc1,-17,2,6,14,-4,nt,-8,-6,nt,-3.1
CCOC(=O)CSc1nc(C)c(CC)c(C)c1C(N)=O,-17,-1,1,-6,0,7,-3,-12,-7,-1.8
CCC(CC)NC(=O)CN1CCN(S(=O)(=O)c2ccc(Br)s2)CC1,nt,0,4,2,-7,-1,-4,-1,1,-1.4
C[C@]12C(=O)N(c3ccc(Cl)cc3)C(=O)N1[C@@H]1c3ccccc3OC[C@@H]1[C@H]2c1ccccc1,11,-9,-4,7,nt,-72,1,6,?,-1.1
COc1ccc(C)cc1NC(=O)c1ccc(NC(=O)CC2SC(N3CCCC3)=NC2=O)cc1 (stereo unspecified),nt,6,-4,6,-4,-45,-13,nt,45,-0.4
CCCCc1nc(SCC(=O)N2CCOCC2)c2c(=O)n(C)c(=O)n(C)c2n1,-7,4,1,3,0,10,-6,11,-10,1.3
Cc1ccc(/C=C/C(=O)OCC(=O)NC(=O)NCc2ccco2)cc1,4,-16,-5,0,0,1,-6,2,-1,-0.7
CC(C(=O)OCC(=O)N1CCN(c2ccccc2)CC1)N1C(=O)c2ccccc2C1=O (stereo unspecified),19,5,3,18,-2,5,-2,nt,-5,-0.6
O=C1NC(=S)N/C1=C/c1cc([N+](=O)[O-])ccc1O,-10,-16,0,3,29,-11,-4,17,11,-0.4
COC(OC)C1Nc2ccccc2C(=O)N1c1ccc(F)cc1 (stereo unspecified),-5,2,1,-11,-4,5,5,-6,-5,1.5
COCc1cc(C)c(C#N)c(=S)[nH]1,6,-5,nt,80*,-1,-1,-2,nt,1,0.8
Cc1ccc(-c2nn(-c3ccccc3)cc2C2SCC(=O)N2Cc2ccccc2)o1 (stereo unspecified),0,10,nt,-5,nt,-18,-9,-10,18,-0.2
O=C(Nc1ccc(Cl)c([N+](=O)[O-])c1)c1ccncc1,-25,-2,0,-7,5,8,-2,10,-8,-1.2
COc1ccc(CCNC(=O)CCCOc2ccc(Cl)cc2)cc1OC,-6,-2,nt,-4,-2,2,1,-16,-2,-0.8
CNC(=S)N1N=C(c2ccc(C)cc2)CC1c1ccc(Cl)cc1 (stereo unspecified),-7,-2,-4,3,-3,-20,-6,nt,20,-0.5
COc1cc(C2C(C#N)=C(N)Oc3n[nH]c(-c4ccncc4)c32)cc(OC)c1OC (stereo unspecified),26,-10,0,-1,2,-3,-4,-3,3,-0.8
COc1ccc(S(=O)(=O)Nc2ccc(S(=O)(=O)N(C)C)cc2)cc1[N+](=O)[O-],12,3,0,7,0,2,-5,-11,-2,-1.7
N#C/C(=C/c1ccc(O)c(O)c1)c1nc2ccccc2[nH]1,26,-5,114*,16,67*,-8,-1,37,8,2.9
COc1ccccc1-c1nnc2sc(-c3cc4ccccc4o3)nn12,43,-14,-14,nt,2,8,-19,nt,-8,-5.6
C[N+](C)(C)CC(O)CC(=O)O (stereo unspecified),-3,-9,-3,10,nt,-4,1,2,4,0.6
CCCN(CCC)CC(=O)N1CC(=O)Nc2ccccc21,-3,-8,1,4,1,0,-5,0,0,0.0
O=C(c1ccc(Cl)nc1)N1CCN(C/C=C/c2ccccc2)CC1,nt,8,-2,-2,-3,14,-8,-2,-14,-2.9
COc1cc(/C=N/NC(=O)c2sc(N)c(C#N)c2C)ccc1O,-20,2,-2,1,0,-40,-5,28,40,0.7
CCOc1c(OC)ccc2c3c(c(=O)oc12)CCCC3,5,2,-1,-1,2,27,-14,2,-27,-2.8
Cc1ccc(-n2nc3c(N4CCC(C(=O)NCCc5ccco5)CC4)nnc(C)c3c2C)cc1,1,0,-1,2,19,-2,-4,-49,2,-4.2
O=C1C2C3C=CC(C3)C2C(=O)N1c1n[nH]c(-c2cccnc2)n1 (stereo unspecified),-9,-13,-5,-5,-2,26,-2,6,-26,-2.1
CSc1ccccc1OCc1cc(C(=O)N2CCc3sccc3C2)no1,7,-8,2,-2,-3,-11,-8,-3,11,-2.2
CN(CCc1ccccc1)C(=O)c1ccc(NC(=O)Cc2ccc(NC(=O)C3CCN(C(=O)C4CCC4)CC3)cc2)cc1,14,-17,-4,2,nt,-28,-15,-1,28,-0.4
O=C(NC1CC1)C1CCC(=O)N1C1CCCC1 (stereo unspecified),-9,1,-4,3,-2,44,1,0,-44,1.0
CCC1CCCCN1CCCNC(=O)CN1C(=O)CSc2ccc(S(=O)(=O)N3CCC(C)CC3)cc21 (stereo unspecified),-2,-14,-11,6,8,17,0,16,-17,-2.1
CCCN1C(=O)c2ccccc2NC1c1ccc(O)c(OCC)c1 (stereo unspecified),-22,-14,0,nt,-2,-7,1,6,7,-2.2
Oc1c(N=NC(=S)Nc2ccccc2F)c2ccccc2n1Cc1ccc(Cl)cc1,-25,-9,-2,-3,3,-17,-4,-12,17,-1.8
O=C(CSC1=NCCS1)Nc1nc2c(s1)CCCC2,-9,-2,nt,-9,1,9,-13,45,-9,-0.7

# (further entries)
smiles,PfHsp90 yeast 2,PvdQ inh,CAL PDZ FP-1,Rtt109 HAT inh,NSD2 HMT inh,SR-BI uptake up,dFosB act,MITF act,SR-BI DiI inh,CAL PDZ FP-2
CCOC(=O)N1CCC(NC(=O)c2cccnc2SC)CC1,15,-14,-3,-1,-1,22,-6,-8,-22,-1.1
CCOc1ccc(N(CC(=O)NCCCOC)S(C)(=O)=O)cc1,12,-5,-3,0,0,13,5,10,-13,-0.2
CC(Sc1ccccc1)C(=O)N1CCN(S(=O)(=O)c2ccccc2F)CC1 (stereo unspecified),-23,-1,-1,-1,0,14,-12,-13,-14,-5.8
Cc1ccc(CN2CCNC(=O)C2CC(=O)NC2CCCCCC2)o1 (stereo unspecified),23,-10,-1,nt,2,15,-11,4,-15,-0.6
COc1ccc(/C=N/NC(=O)c2ccc(CN3C(=O)c4cccc5cccc3c45)cc2)cc1O,-29,-12,77*,0,0,-22,-1,-5,22,-0.7
COc1ccc(NC(C)=O)cc1S(=O)(=O)NC(Cc1ccccc1)C(=O)NCc1ccccc1C (stereo unspecified),21,-16,-2,-2,-3,7,-12,8,-7,-0.2
CCOc1cc(C)c(S(=O)(=O)NCCCn2ccnc2)cc1C,8,10,-2,11,1,-5,-12,-13,5,-1.2
CN(C)c1ccc(/C=N\NC(=O)c2ccc(Cn3cc(Cl)cn3)cc2)cc1,3,6,-5,-5,4,10,-4,-1,-10,-0.3
Cc1ccc(-c2nnc(-c3ccccc3)o2)cc1Br,-5,-1,-1,9,-2,47,2,34,-47,-2.1
CC(C)NC(=O)NC(=O)COC(=O)/C=C/c1ccc2c(c1)OCO2,-27,-7,-8,-1,3,-1,-8,3,1,-3.0
CC1=Nc2cc(C(=O)NCCCN3CCN(C)CC3)ccc2Sc2ccc(C)cc21,-15,-10,-4,6,14,nt,-4,0,nt,-2.3
CCn1c(SC(=O)NC2CCCCC2)nnc1-c1cccs1,-90,2,-1,-5,59*,3,-16,-49,-3,0.0
COCc1ccc(CN2CCCC(CO)(Cc3cccc(Cl)c3)C2)o1 (stereo unspecified),14,6,-4,18,2,1,-6,2,-1,-0.2
CCOc1ccc(NC(=S)N2CCC(C(N)=O)CC2)cc1,-3,7,0,12,0,8,0,-11,-8,0.7
COc1ccccc1CNCC(O)(c1ccc(F)cc1)c1ccc(F)cc1,-2,-12,-5,-3,21,-33,-21,4,33,0.3
Cc1ccc(C(=O)Nc2ncc(Cc3ccccc3)s2)o1,20,-6,-14,2,-2,2,-16,35,-2,-1.3
